GCN5L2 inh = inhibitors of human GCN5L2 histone acetyltransferase. Potency, µM (top dose mostly 58.9 µM), inactives show at the highest dose activity change, negative = inhibition, actives largely listed as inhibitors. Q92830. GCN5L2 HAT assay, ThioGlo1 CoA-SH fluorescence. actives 0.21% (n = 390,000). AID 504327
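ThioGlo1-coupled HAT assay: 20nM GCN5L2, 70uM acetyl-CoA, 75uM H3(1-25) peptide, pH 7.5. Fluorescence read at 340/540nm at start and after 20 min at room temperature.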
TDP1 cell noCPT = qHTS for Inhibitors of human tyrosyl-DNA phosphodiesterase 1 (TDP1): qHTS in cells in absence of CPT | actives 15% (n = 420,000) | AID 686978, 2013 | DT40 Tdp1-/- hTDP1 cells, no CPT, ATP luminescence, 48 h | Potency, µM (doses to about 46.2 µM), inactives show at the highest dose activity change, negative = growth inhibition, usual class: inhibitors; note: nearly all actives have a fitted effect of over 55% in size
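Readout: luminescence from CellTiter-Glo after 30 min in the dark at RT. Cells: DT40 Tdp1-/- with stable hTDP1, 400/well. Exposure: compounds alone, ≥48 hr, 37 °C.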
TDP1 block = TDP1 (human) enzyme inhibition. recombinant TDP1, AlphaScreen DNA substrate cleavage. actives 0.28% (n = 350,000). Potency, µM (highest dose often 130 µM), inactives show at the highest dose activity change, negative = inhibition, usual class: inhibitors. AID 485290. Q9NUW8; note: nearly all actives have a fitted effect of over 40% in size
Target sequence (Q9NUW8 whole entry, looked up): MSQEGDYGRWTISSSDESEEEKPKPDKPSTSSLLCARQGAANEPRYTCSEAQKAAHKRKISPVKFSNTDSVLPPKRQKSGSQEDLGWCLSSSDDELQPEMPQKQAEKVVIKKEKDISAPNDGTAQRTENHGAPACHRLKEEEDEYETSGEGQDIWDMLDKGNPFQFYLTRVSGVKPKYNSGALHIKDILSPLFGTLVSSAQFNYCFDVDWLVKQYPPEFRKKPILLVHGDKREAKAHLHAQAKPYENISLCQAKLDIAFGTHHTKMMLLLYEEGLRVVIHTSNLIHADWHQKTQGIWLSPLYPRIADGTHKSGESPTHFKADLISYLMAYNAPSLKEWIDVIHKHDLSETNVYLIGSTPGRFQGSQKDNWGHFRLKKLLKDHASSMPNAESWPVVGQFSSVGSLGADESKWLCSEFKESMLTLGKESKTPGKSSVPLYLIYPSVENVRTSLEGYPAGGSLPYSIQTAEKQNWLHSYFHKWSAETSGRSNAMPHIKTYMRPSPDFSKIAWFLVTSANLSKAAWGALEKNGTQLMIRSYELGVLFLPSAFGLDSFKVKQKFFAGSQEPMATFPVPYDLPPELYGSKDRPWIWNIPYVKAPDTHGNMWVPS
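Signal: AlphaScreen proximity between streptavidin donor and anti-FITC acceptor beads on intact substrate. Reaction: Tdp1 1 nM, substrate 15 nM final, 5 min RT after 15 min compound preincubation.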
Active calls of the source: *; ? = inconclusive; / = no result given; & = joins results of further samples; [ ] = another dose, or the depositor's remark. Calls come from the whole dose curve; as a rule, active = well fitted curve in the direction sought with a large enough effect; inconclusive = small, poorly fitted or top-dose-only effect, or another doubt; inactive = no such curve, though single readings can be large; an effect the other way counts as inactive or inconclusive. % is set by controls: 0 for no effect and ±100 for the full control effect; potency is the fitted concentration of half-maximal effect.

Order of results – GCN5L2 inh, TDP1 cell noCPT, TDP1 block
CN1CCN(C(=O)C(=O)Nc2c3c(nn2-c2ccc(F)cc2)CSC3)CC1
→ 8%, -3%, 0%
COc1ccc(S(=O)(=O)Nc2ccc(F)cc2)c(C)c1C
→ 14%, -21%, -2%
COc1ccc(NC(=S)N2CCN(c3ncccn3)CC2)c(OC)c1
→ -7%, -13%, /
COc1cccc(Cn2c(=O)c(-c3ccccc3)nc3cnc(OC)nc32)c1
→ -6%, -2%, /
CCN(Cc1ccccc1)C(=O)c1ccc(C)c(S(=O)(=O)N2CCCCC2)c1
→ -7%, 16µM*, -1%
CC(C)[C@H](NC(=O)c1ccco1)C(=O)N(C)Cc1ccc(C(F)(F)F)cc1
→ 1%, ?, 14%
c1ccc(CCNCCOc2ccccc2)cc1
→ -11%, -22%, /
CC(C)N(CCCNC(=O)Cn1ncc2c([nH]c3ccccc32)c1=O)Cc1ccccc1
→ -7%&-9%, 19%&-25%, 4%&6%
Cc1ccc(NC(=O)CSc2nnnn2C2CC2)cc1S(=O)(=O)N1CCOCC1
→ -2%, -29%, 1%
OCC1(Cc2ccccc2)CCN(Cc2cnc(-c3cccc4ccccc34)nc2)CC1
→ ?, ?, -5%
O=C(CCSCc1ccccc1Cl)N1CCN(c2cccc(Cl)c2)CC1
→ -1%&-9%, ?, -8%&1%
O=C(NNC(=S)NC1CC2C=CC1C2)c1ccncc1 (centres undefined)
→ -5%, -6%, 10%
COC(=O)c1cc(S(=O)(=O)N2c3ccccc3CC2C)cn1C (centres undefined)
→ -6%, ?, 0%
COC(=O)c1ccc(N2CCN(S(=O)(=O)c3ccc(C)cc3)CC2)c([N+](=O)[O-])c1
→ -30%, 21µM*, 7%
CC(=O)c1ccc(OC(=O)CCc2nc3ccccc3s2)cc1
→ 11%, ?, 5%
COc1ccc(C(=O)N2C(=S)NC(=O)/C2=C\c2ccc(C)cc2)cc1
→ ?, ?, 5%
Cc1cc(NC(=O)c2nn3cccnc3c2Cl)no1
→ -2%, -19%, 5%
COc1cccc(/C(O)=C2/C(=O)C(=O)N(CCCN3CCOCC3)C2c2ccncc2)c1 (centres undefined)
→ -14%, -2%, -2%
Cc1[nH]nc(SCC(=O)NC(C)c2ccccc2)c1[N+](=O)[O-] (centres undefined)
→ 0%, ?, -1%
CC(C)(C)c1ccc(OCC(=O)Nc2ccncc2)cc1
→ -4%, ?, 4%
CCOC(=O)C1(Cc2cccc(Cl)c2)CCCN(C(=O)c2ccc(COC)s2)C1 (centres undefined)
→ -19%, 21µM*, -2%
COc1cc(NC(=O)Cc2c(C(=O)O)n(C)c3ccccc23)cc(OC)c1OC
→ 1%, -13%, 0%
CCNc1ncc2nc(-c3cn(C)c4ccccc34)c(=O)n(Cc3ccc(F)cc3)c2n1
→ -5%, -12%, /
COc1cccc(NC(=O)CN(C)C(=O)CCCc2nc3ccccc3s2)c1
→ -4%, -17%, -1%[0.505 µM]
Cc1ccccc1NC(=S)N(CCN1CCOCC1)Cc1ccccc1F
→ -3%, 2%, 0%
CCOC(=O)c1sc2ncnc(OC)c2c1C
→ -26%, 3%, 10%
Cc1c(C(=O)NCC(c2ccc(Cl)cc2)N2CCOCC2)oc2ccccc12 (centres undefined)
→ -7%, 23µM*, 2%
CCCCn1c(CN2CCN(C)CC2)nc2ccccc21
→ -9%, -8%, 6%
O=C(Nc1cc(Cl)cc(Cl)c1)c1cccnc1
→ -3%, -4%, /
CC[C@@]12C(=O)N(c3cccc(Br)c3)C(=O)N1[C@H](c1ccc(Cl)cc1)[C@@H]1C(=O)N(C3CCCCC3)C(=O)[C@@H]12
→ -7%, ?, /
O=C(NC1CCCC1)c1ccc2c(c1)N(Cc1ccc(C(F)(F)F)cc1)C(=O)c1ccccc1S2
→ -7%, 9.2µM*, 5%
COC(=O)Cn1ccc(N(C)C)c(C#N)c1=O
→ -2%, 5%, 4%
CCOc1cc2sc(N3CCC(C(=O)Nc4ccc(C)cc4)CC3)nc2cc1Br
→ -4%, -13%, -3%
Cc1ccc(C(=O)Nc2ccc3oc(-c4cc(Br)ccc4Cl)nc3c2)cc1
→ -8%, ?, 5%[2.28 µM]
COc1ccc(N2CCN(C(=O)CCc3ccccc3OC)CC2)cc1
→ -2%, ?, /
COc1ccc(C(=O)N2CCN(C(=O)COc3ccc(Br)cc3)CC2)cc1OC
→ 4%, ?, /
COc1ccc([C@H]2[C@H](C(=O)C(C)(C)C)N3N=Cc4ccccc4C3C23C(=O)OC(C)(C)OC3=O)cc1 (some centres undefined)
→ -4%, ?, 3%
Cc1nn(Cc2ccc(Cl)cc2Cl)c(Cl)c1/C=N/NC(=O)CNc1cccc(C(F)(F)F)c1
→ -23%, /, 5%
COc1cc(C2/C(=C(\O)c3ccc4c(c3)CC(C)O4)C(=O)C(=O)N2CC2CCCO2)cc(OC)c1OC (centres undefined)
→ -24%, -3%, 4%
OCC(O)/C=N/Nc1nc(N2CCCCC2)nc(N2CCCCC2)n1 (centres undefined)
→ -6%, 17%, 4%
COc1ccc(NC(=O)c2c(NC(=O)CNCC(C)C)sc3c2CCC3)c(OC)c1
→ -8%, 6.5µM*, 4%
CCCCCn1c(N2CCOCC2)nc2c1c(=O)n(CC(N)=O)c(=O)n2C
→ 2%, -7%, 6%
CCc1ccc(-n2nc(CO)c(C(=O)NCCCCc3ccccc3)n2)cc1
→ 0%, -18%, -2%
Cc1cc(SCC(=O)N(C)C2CCCCC2)nc2ccccc12
→ -1%, 1%, -8%
COc1cccc(C(CC(=O)O)NS(=O)(=O)c2ccc3c(c2)N(C(C)=O)CC(C)O3)c1 (centres undefined)
→ -3%, 22%, 1%
Cc1ccc(CSc2nnc(-c3ccncc3)n2CC2CCCO2)cc1 (centres undefined)
→ -6%, -10%, 1%
O=C1CCC(C(=O)OCc2cc(=O)oc3ccc4ccccc4c23)=NN1
→ -27%, -7%, -4%
Cc1ccc(S(=O)(=O)NCCNc2ccc([N+](=O)[O-])cc2)cc1
→ -11%, ?, 7%[56.1 µM]
Cn1c(CN2CCOCC2)nnc1SCc1ccccc1
→ -5%, -6%, 2%
Cc1ccsc1/C=N/NC(=O)c1cccs1
→ -5%, -11%, 3%
Cc1cccc(-n2nc([N+](=O)[O-])c(N3CCN(C(=O)c4ccco4)CC3)[n+]2[O-])c1
→ 2%, -12%, 5%
NC(=O)N/N=C/c1cc(Br)ccc1OCC(=O)NCc1ccccc1
→ -4%, ?, -5%
O=C(C1CCCN(Cc2ccccc2Cl)C1)N1CCCCC1 (centres undefined)
→ 1%, -24%, /
Cc1cc(C(=O)N2CCN(c3ccccc3)CC2)no1
→ -2%, 1%, 0%
CCc1cc(C(c2ccc(F)cc2)N2CCOCC2)c(NC(=O)c2ccccc2)s1 (centres undefined)
→ -23%, ?, 2%
COC(=O)c1sccc1NC(=O)Nc1ccccc1OC
→ -6%, -4%, 0%
Cc1ccc(S(=O)(=O)N2CCCCC2)cc1NC(=O)CSc1nc(N)cc(=O)[nH]1
→ 0%, -16%, 1%
O=C(CN1C(=O)/C(=C/c2ccccc2)SC1=S)Nc1ncc(Cc2ccccc2)s1
→ -6%[0.501 µM], 5%, 5%
Cn1nccc1C(=O)N1CCC(Cc2ccccc2)CC1
→ 0%, ?, 5%
COc1ccc(CNCCC2(Cc3ccccc3)CC(C)N(C)CC2C)cc1OC (centres undefined)
→ 1%, 15µM*, 0%

Later entries:
Order of results – GCN5L2 inh, TDP1 cell noCPT, TDP1 block
COc1ccccc1CNC(=O)CN(Cc1ccc(Cl)cc1)S(C)(=O)=O
→ -4%, ?, 4%
CSCCC(NC(=O)c1ccc(Cl)cc1Cl)C(=O)NNC(=O)c1ccncc1 (centres undefined)
→ 4%, 11%, 1%
COc1ccccc1-n1c(C)c(C(=O)O)c2cc(OC)c3ccccc3c21
→ -7%, 9%, /
CCCOc1ccc(Oc2ccc(S(=O)(=O)N3CCN(C)CC3)cn2)cc1
→ 5%, ?, /
CCCNC(=S)N1CCN(CC)CC1
→ 3%, -17%, -8%
COc1cccc(C(=O)Nc2cc(-c3cn4cccnc4n3)ccc2C)c1OC
→ 3%, 16µM*, 1%
COc1cc(C)c(Cl)cc1S(=O)(=O)N1CCSC1
→ 0%, -18%, /
CCc1ccc(NC(=O)CNC(=O)c2nn(-c3ccc(OC)cc3)c(=O)c3ccccc23)cc1
→ 2%, ?, 4%
C[C@@]12CCC=C[C@H]1[C@H](c1ccc3ccccc3c1/C=C/c1ccccc1)N(Cc1ccccc1)C2=O
→ -8%, ?, 4%
COc1ccc(C(=O)NCCS(=O)(=O)N2CCc3ccccc3C2)cc1OC
→ 1%, -21%, -3%
C=C1c2cc3c(cc2NC(=S)N1Cc1ccccc1)OCO3
→ -3%, ?, 5%
Cc1cccc(C)c1N(CC(=O)N/N=C/c1cc(Br)c(C)o1)S(C)(=O)=O
→ -3%, -19%, 4%
Nc1nonc1-n1nnc(C(=O)N/N=C/c2ccc(Br)cc2)c1-c1ccc2c(c1)OCO2
→ 1%, -1%, 3%
CCN(CC)c1ccc(NC(=O)C2CCCN(S(=O)(=O)c3cnc[nH]3)C2)c(C)c1 (centres undefined)
→ -1%, -15%, -1%
CCOc1ccc(C(C)=O)cc1CN1C(=O)NC2(CCCCCCC2)C1=O
→ -6%, ?, -3%
Cc1cc(-c2csc(NC(=O)c3ccc(=O)n(C)n3)n2)c(C)n1CC1CCCO1 (centres undefined)
→ -6%, -14%, 50µM*
Cc1ccc(C2C=C(c3ccccc3)Nc3nc(N4C(=O)CCC4=O)nn32)cc1 (centres undefined)
→ ?, -5%, 8%
CC(C)N1C(=O)S/C(=C/c2cccnc2)C1=O
→ -12%, -29%, 0%
Cc1cc(OCC(=O)Nc2ccc(C(=O)OC3CCCCC3)cc2)ccc1Cl
→ 12%, ?, -8%[12.3 µM]
CCn1c(SCC(N)=O)nc2c(c1=O)C1(CCCC1)Cc1ccccc1-2
→ /, -11%, 3%
COC(=O)c1ccc(NC(=O)Cn2nc(-c3ccncc3)nc2SCC(=O)Nc2nccs2)cc1
→ -6%, -5%, 6%
COc1cc(CNCCc2ccc(S(N)(=O)=O)cc2)ccc1OCc1ccc(Cl)cc1
→ -5%, ?, 1%
CCN(CC)C(=O)[C@H]1C[C@H](CC(=O)NCc2ccc(OC)c(OC)c2)C(=O)N2CCc3c([nH]c4cc(CCC(=O)N(C)C)ccc34)[C@]12C
→ -6%, 1%, -1%[56.1 µM]
Cc1ccc2c(c1)C(=O)N1[C@H]3c4cc(Br)ccc4OC[C@@H]3[C@H](c3ccccc3)[C@]1(C)C(=O)N2
→ -8%, 23µM*, 2%
Cc1ccnc(NS(=O)(=O)c2ccccc2)c1
→ -1%, -25%, 2%
O=c1oc2ccccc2n1CCCOc1ccccc1Cl
→ -8%, ?, -10%
CC(C(=O)Nc1ccc(OC(F)(F)F)cc1)N1Cc2ccccc2C1=O (centres undefined)
→ -6%, -26%, 2%
Cc1cc(C)c(S(=O)(=O)NCC(c2ccco2)S(=O)(=O)c2cccs2)c(C)c1 (centres undefined)
→ -9%, ?, 5%
Cc1c(Cl)c(C(=O)N2CCCC2)nn1C
→ 2%, 4%, -5%
COc1cccc(CNC(=O)CSC2=Nc3ccccc3C3=NC(C)C(=O)N23)c1OC (centres undefined)
→ 0%, ?, 9%

A second format for part of the listing above:
| Compound | GCN5L2 inh | TDP1 cell noCPT | TDP1 block |
| --- | --- | --- | --- |
| Nc1nonc1-n1nnc(C(=O)N/N=C/c2ccc(Br)cc2)c1-c1ccc2c(c1)OCO2 | 1% | -1% | 3% |
| CCc1ccc(NC(=O)CNC(=O)c2nn(-c3ccc(OC)cc3)c(=O)c3ccccc23)cc1 | 2% | ? | 4% |

Single values from above:
Result for Nc1nonc1-n1nnc(C(=O)N/N=C/c2ccc(Br)cc2)c1-c1ccc2c(c1)OCO2 in TDP1 cell noCPT: -1%
Result for CCN(CC)c1ccc(NC(=O)C2CCCN(S(=O)(=O)c3cnc[nH]3)C2)c(C)c1 (centres undefined) in TDP1 block: -1%
Result for Cc1cc(-c2csc(NC(=O)c3ccc(=O)n(C)n3)n2)c(C)n1CC1CCCO1 (centres undefined) in TDP1 cell noCPT: -14%
Result for COc1cc(CNCCc2ccc(S(N)(=O)=O)cc2)ccc1OCc1ccc(Cl)cc1 in TDP1 block: 1%
Result for COc1cccc(CNC(=O)CSC2=Nc3ccccc3C3=NC(C)C(=O)N23)c1OC (centres undefined) in GCN5L2 inh: 0%
Result for CCn1c(SCC(N)=O)nc2c(c1=O)C1(CCCC1)Cc1ccccc1-2 in TDP1 cell noCPT: -11%

Continuation:
Order of results – GCN5L2 inh, TDP1 cell noCPT, TDP1 block
CO/N=C/C(=N\Nc1cc(OC)cc(OC)c1)C(=O)c1ccccc1
→ -6%, ?, 3%
CN(C)Cc1ccc(O)c(CCc2ccccc2)n1
→ -1%, -27%, 8%
CN(CCC#N)C(=S)NC(=O)c1ccc(S(=O)(=O)N2CCOCC2)cc1
→ -8%, 5%, -6%
CCN1CCN(CCCNC(=O)c2cnn(-c3ccc(OC)cc3)c2C2CCN(C(=O)OC(C)(C)C)CC2)CC1
→ -5%, -21%, -3%

Not all compounds are listed, so the mix of outcomes need not match the whole.
